OX1R antag-1 – blocks the human orexin 1 receptor; CHO/OX1R cells, Fluo-8 calcium fluorescence, orexin A; inhibition, % at 5 µM; AID 434989; hit rate 0.43% among 330,000; O43613;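 active = inhibition above its plate's threshold, mean inhibition of all tested compounds on the plate plus 3 SD, cut at about 37% in these data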;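 also: 0% = orexin A challenge wells and 100% = SB-334867-A antagonist wells; not every result past the cut was called active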
Target sequence (O43613 whole entry, looked up): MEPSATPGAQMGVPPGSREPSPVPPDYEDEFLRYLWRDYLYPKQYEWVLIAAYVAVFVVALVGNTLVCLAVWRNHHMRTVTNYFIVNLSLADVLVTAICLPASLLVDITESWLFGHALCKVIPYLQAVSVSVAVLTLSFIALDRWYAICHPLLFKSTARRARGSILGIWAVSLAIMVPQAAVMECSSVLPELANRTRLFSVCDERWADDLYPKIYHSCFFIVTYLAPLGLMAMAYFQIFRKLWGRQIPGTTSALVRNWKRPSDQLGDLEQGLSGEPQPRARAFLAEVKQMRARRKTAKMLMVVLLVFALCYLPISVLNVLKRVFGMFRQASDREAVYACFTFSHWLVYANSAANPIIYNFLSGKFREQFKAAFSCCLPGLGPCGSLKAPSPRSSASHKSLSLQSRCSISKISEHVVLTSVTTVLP
OX1R antag-2 – antagonists of human orexin 1 receptor (OX1R); O43613; inhibition, % at 6.6 µM; hit rate 1.8% among 330,000; OX1R-expressing cells, FRET antagonist read-out; AID 485270; in the data active = inhibition mostly above about 38%, no sharp cut-off; inactive = mostly below about 40%;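 also: 0% = agonist challenge alone and 100% = reference antagonist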
CHT PAM – allosteric activators of human choline transporter CHT; Q9GZV3; CHT-expressing cells, membrane potential dye, choline EC20; hits give high values; LV-AA mutant CHT in HEK293 cells; B-score at 10 µM; hit rate 0.49% among 310,000;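 active = initial fluorescence not abnormally high and integrated response B-score, plate-corrected, over 3 SD above library mean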
Target sequence (Q9GZV3 whole entry, looked up): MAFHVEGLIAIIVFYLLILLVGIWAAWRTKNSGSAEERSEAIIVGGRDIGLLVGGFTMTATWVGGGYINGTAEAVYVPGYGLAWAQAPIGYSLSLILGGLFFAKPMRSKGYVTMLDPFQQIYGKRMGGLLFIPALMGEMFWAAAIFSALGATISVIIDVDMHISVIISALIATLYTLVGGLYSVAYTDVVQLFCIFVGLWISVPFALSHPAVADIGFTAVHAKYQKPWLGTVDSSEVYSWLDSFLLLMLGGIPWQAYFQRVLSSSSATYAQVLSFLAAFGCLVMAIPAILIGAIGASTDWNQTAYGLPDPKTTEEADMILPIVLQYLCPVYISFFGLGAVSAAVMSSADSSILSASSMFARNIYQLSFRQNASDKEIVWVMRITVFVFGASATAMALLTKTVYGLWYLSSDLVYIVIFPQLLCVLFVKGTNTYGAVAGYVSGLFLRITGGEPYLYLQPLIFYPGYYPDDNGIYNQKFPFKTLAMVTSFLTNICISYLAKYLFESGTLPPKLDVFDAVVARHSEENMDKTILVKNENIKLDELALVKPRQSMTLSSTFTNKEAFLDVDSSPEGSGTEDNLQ
* hit, by the source's call; i = inactive; x = not tested or not shown; & = joins results of further samples.

SMILES	OX1R antag-1	OX1R antag-2	CHT PAM
CCCCC(=O)N/N=C/c1c(O)n(CCc2ccccc2)c(=O)[nH]c1=O	-15	5	i
Cc1nn(Cc2c(Cl)cccc2Cl)c(Cl)c1C(=O)O	-3	6	i
Cc1nn(Cc2ccccc2)c(C)c1C(=O)OCC(=O)Nc1cc(S(C)(=O)=O)ccc1Cl	-7	2	i
O=c1[nH]c(O)c(C=Nc2cc(F)cc(F)c2)c(=O)[nH]1	-9	10	i
O=C(c1ccccc1F)c1cn(CC(=O)N2CCCC2)c2ccccc12	-18	9	i
CN(C)C(Cc1ccccc1)C(=O)c1c[nH]c2ccccc12 (stereo unspecified)	-16	2	i
CC(N)C(=O)c1ccco1 (stereo unspecified)	7	11	i
CCc1ccccc1NC(=O)CNC1CCCCC1	-15	25	i
O=C(c1ccccc1)c1ccccc1N=Cc1c(O)[nH]c(=O)[nH]c1=O	-3	22	i
C[C@]12CCC3C(CC[C@H]4C[C@@H](O)CC[C@]34C)[C@H]1C=CC2=O (stereo partly specified)	6	10	x
N#CCCn1cc(C(=O)Nc2ccccc2Cl)c(-c2ccc(F)cc2)n1	-5	9	i
CCCCC(=O)N/N=C/c1c(O)n(Cc2ccco2)c(=O)[nH]c1=O	-13	7	i

In a second layout: two of the compounds above.
CCc1ccccc1NC(=O)CNC1CCCCC1
  OX1R antag-1: -15	OX1R antag-2: 25	CHT PAM: i

CC(N)C(=O)c1ccco1 (stereo unspecified)
  OX1R antag-1: 7	OX1R antag-2: 11	CHT PAM: i

(next part)
SMILES	OX1R antag-1	OX1R antag-2	CHT PAM
Fc1ccc(CNC2CN3CCC2CC3)cc1 (stereo unspecified)	-10	15	i
COc1ccc(CN2C(=O)NC(=O)/C(=C\c3cccc(OC)c3OC)C2=O)cc1	-4	21	i
Cc1ccc(N2C(=O)CC(=O)NC2=O)c(C)c1	14	25	i
Cc1nc2ccccc2c(=O)n1-c1ccccc1[N+](=O)[O-]	3	15	i
CN1CCN(/N=C/c2c(O)n(C)c(=O)n(C)c2=O)CC1	17	9	i
CCC(C)n1c(O)c(C=NCCc2ccccc2)c(=O)[nH]c1=S (stereo unspecified)	-50	9	i
C=Cn1ccnc1P(O)(=S)c1nc(C)c(CCOC(C)=O)s1 (stereo unspecified)	-13	12	i
CCN1CCC2(CC1)NC(CO)(CO)CO2	6	17	i
COc1ccc2c(c1OC)C(=O)OC2c1c(O)n(Cc2ccc(F)cc2)c(=O)[nH]c1=O (stereo unspecified)	-9	32	i
Cc1ccccc1NC(=O)NCCN1CC1	-14	-3	i
COc1ccc(-c2nn(CCC#N)cc2C(=O)O)cc1	-14	9	i
CC(OC(=O)c1cn(C)c2ccccc12)C(=O)N1CCCC1 (stereo unspecified)	-14	5	x
O=c1[nH]c(O)c(Cc2ccc3c(c2)OCO3)c(=O)[nH]1	-5	21	i
CCC(=NCCO)c1c(O)n(-c2ccc(Cl)cc2)c(=O)[nH]c1=O	-6	5	i
Cc1ccc(-c2nn(CCC#N)cc2C(=O)O)cc1C	-12	10	i
Cc1cccc(-n2c(-c3ccccc3)nc3ccccc3c2=O)n1	-13	3	i
CCN(CC)CCCN=Cc1c(O)n(-c2ccccc2F)c(=O)[nH]c1=O	-17	7	i
COC(=O)C1=C(c2ccc(OCc3ccccc3)cc2)C[C@@H]2CC[C@H]1N2C(=O)NCc1ccccc1	-18	6	x
Cn1c(O)c(C(=Nc2ccc(F)cc2)c2ccccc2Cl)c(=O)n(C)c1=O	-4	5	i
O=c1[nH]c(=O)n(C2CCCCC2)c(O)c1C=Nc1ccc(N2CCOCC2)cc1	-5	-5	i
Cc1c(C(c2ccc(Br)cc2)c2c(O)c3ccccc3oc2=O)c(=O)n(-c2ccccc2)n1C (stereo unspecified)	-17	27	i
COC(=O)C1=C(c2ccc(-c3ccccc3)c(F)c2)C[C@@H]2CC[C@H]1N2C(=O)NC1Cc2ccccc2C1	-14	3	x
O=C(OCC(=O)c1ccc([N+](=O)[O-])cc1)/C(=C\c1ccc(Cl)cc1)NC(=O)c1ccccc1	-21	25	i
CCCCC/C(=N/O)c1c(C)[nH]c2ccccc12	-14	0	i
O=[N+]([O-])c1ccc(Cl)c([N+](=O)[O-])c1	12	48*	i
CCOc1ccc(-n2c(O)c(C=Nc3ccc(NC(C)=O)cc3)c(=O)[nH]c2=O)cc1	-13	23	i
CCC1CN(C)CCC1(OC(C)=O)c1ccccc1 (stereo unspecified)	-5	9	i
CC12CN3CC(C)(CN(C1)P3(=O)Oc1ccccc1)C2=O (stereo unspecified)	0	13	i
COC(=O)C1=C(c2ccc(C(C)=O)cc2)C[C@@H]2CC[C@H]1N2C(=O)NC1CC1	-11	4	x
Cc1cc(Cl)ccc1C(=O)C1CCCN(C2CCSCC2)C1 (stereo unspecified)	-34	9	i
CCOP(=S)(OCC)Oc1nc(Cl)c(Cl)cc1Cl	-18	8	x
CN1C2CCC1CC(OC(c1ccccc1)c1ccccc1N)C2 (stereo unspecified)	-15	6	i
O=C(c1ccc(N2CCCCC2)c([N+](=O)[O-])c1)N1CCC2(CC1)OCCO2	-12	35	i
COc1ccccc1CN1CCCC(C(=O)c2ccccc2OC)C1 (stereo unspecified)	-16	4	i
Cn1c(O)c(N=Nc2ccc(S(=O)(=O)N3CCOCC3)cc2)c(=O)n(C)c1=O	3	86*	i
Cc1cc(N(CCCl)CCCl)ccc1/C=N/NC(=O)c1ccco1	7	28	i

Two entries drawn at random from those above, as already listed:
SMILES	OX1R antag-1	OX1R antag-2	CHT PAM
CCOc1ccc(-n2c(O)c(C=Nc3ccc(NC(C)=O)cc3)c(=O)[nH]c2=O)cc1	-13	23	i
CCC1CN(C)CCC1(OC(C)=O)c1ccccc1 (stereo unspecified)	-5	9	i

Next records
SMILES	OX1R antag-1	OX1R antag-2	CHT PAM
O=C(c1cccs1)C1CN2CCC1CC2 (stereo unspecified)	-8	13	i
Cc1cc(Oc2cc(NN3CCCCC3)c([N+](=O)[O-])cc2[N+](=O)[O-])ccc1[N+](=O)[O-]	-19	23	i
CC12CN3CC(C)(CN(C1)C3c1cccs1)C2 (stereo unspecified)	1	7	i
CN(C(=O)Oc1ccc(Cl)c2cccnc12)c1ccccc1	3	12	i
CCN1c2nc3c(C)cccn3c(=O)c2CC2(C(=O)N(C)C(=O)N(C)C2=O)C1C (stereo unspecified)	-18	4	i
CCC(=NCCOc1ccc(Cl)cc1)c1c(O)n(C)c(=O)n(C)c1=O	54*	19	i
COC(=O)C(=O)N1CC2(C)CNCC(C)(C1)C2=O	-4	10	i
CC[N+]1(C)CCCC(OC(=O)C(O)(c2ccccc2)c2ccccc2)C1 (stereo unspecified)	-12	24	i
Cc1nonc1OCCNCCNc1ccc([N+](=O)[O-])c2cccnc12	-25	28	i
CC(=O)Nc1ccc(OC(=O)c2ccccc2N)cc1	0	4	i
Cn1cccc1/C=C1/C(=O)NC(=O)N(Cc2ccccc2)C1=O	-16	35	i
C=CCN(c1ccc(C(=O)N(CC)CC)cc1)S(C)(=O)=O	-19	12	i
Cc1ccc2nc(C)n(-c3ccc(F)cc3)c(=O)c2c1	-15	6	i
CC(C)n1c(=O)c(C=Nc2ccc(Cl)cc2)c(O)n(Cc2ccco2)c1=O	-21	12	i
CCc1ccc(-n2c(O)c(C(C)=O)c(=O)[nH]c2=O)cc1 (tested in a mixture with another compound)	-14	13	i
CC12CNCC(C)(CNC1)C2O (stereo unspecified)	-11	23	i
Oc1cccc(/C=N/NP(=S)(c2ccccc2)c2ccccc2)c1	-13	4	i
Cc1cc(OCCCC(=O)NCc2cccs2)ccc1Cl	-18	20	i
COC(=O)C1=C(c2ccc(Cl)c(C(F)(F)F)c2)C[C@@H]2CC[C@H]1N2C(=O)N1CCC(O)(c2ccc(Cl)cc2)CC1	-4	3	x
CCOc1ccc(N=Cc2c(O)n(CCc3ccc(OC)c(OC)c3)c(=O)[nH]c2=O)cc1	6	6	i
COc1cc(OC)c(C=O)c(OC(=O)N(C)C)c1	-4	13	i
CCCCC(CC)CNCC(O)c1ccccc1 (stereo unspecified)	-26	1	i
CN1CCCCC1c1ccc(-c2cccnc2)nc1 (stereo unspecified)	-22	7	i
CN1CCN(CCC(=O)OC2CC3CCC(C2)N3C)CC1 (stereo unspecified)	-18	11	i
Cc1ccc(P(=S)(c2ccc(C)o2)N2CCOCC2)o1	-7	10	i
OC(COCc1ccc(Cl)cc1)CN1CC=C(c2ccccc2)CC1 (stereo unspecified)	-21	8	i
Cc1ccc(N2C(=O)NC(=O)/C(=C/c3cnc(-c4ccccc4)nc3)C2=O)cc1C	-17	5	i
CC(C)[C@H]1CC2C3CC=C4C[C@@H](O)CC[C@]4(C)C3CC[C@]2(C)[C@H]1O (stereo partly specified)	1	7	x
Cn1cc(C=C(C#N)C#N)c2ccccc21	-7	1	i
CC(C)CN(C(=O)CN1CC=C(c2ccccc2)CC1)c1c(N)n(CC(C)C)c(=O)[nH]c1=O	-24	20	i
O=C(CCl)NCC1CCCO1 (stereo unspecified)	9	8	i
O=C(CN1CCCC1)Nc1ccc(Cl)cc1C(=O)c1ccccc1	-24	7	i
CCCc1nc2ccc(Br)cc2c(=O)n1-c1ccc([N+](=O)[O-])c(C(F)(F)F)c1	-4	45	i
O=[N+]([O-])c1cccc(C2N3CCCN23)c1 (stereo unspecified)	-5	7	i
COC(=O)C1=C(c2ccc(F)cc2OCc2ccccc2)C[C@@H]2CC[C@H]1N2C(=O)NCCNC(C)=O	-27	2	x
COc1cc(C)c(CNCCc2c[nH]c3ccccc23)cc1C	-14	-10	i

One compound at a time, as listed above. Order of screens: OX1R antag-1, OX1R antag-2, CHT PAM
CCc1ccccc1NC(=O)CNC1CCCCC1 in the list: -15, 25, i
COC(=O)C1=C(c2ccc(F)cc2OCc2ccccc2)C[C@@H]2CC[C@H]1N2C(=O)NCCNC(C)=O in the list: -27, 2, x
O=C(OCC(=O)c1ccc([N+](=O)[O-])cc1)/C(=C\c1ccc(Cl)cc1)NC(=O)c1ccccc1 in the list: -21, 25, i
Cc1nonc1OCCNCCNc1ccc([N+](=O)[O-])c2cccnc12 in the list: -25, 28, i

(further entries)
SMILES	OX1R antag-1	OX1R antag-2	CHT PAM
CCOP(=S)(OCC)C(O)CCCCCn1c(=O)c(F)cn(C2CCCO2)c1=O (stereo unspecified)	-20	-4	i
CC(C)OCC(O)CN1CC2C[C@@H](C1)Cn1c2cccc1=O (stereo partly specified)	2	-4	i
Fc1ccc2c(c1)nnn2C1CCN(Cc2ccccc2)CC1	-49	22	i
CC(=O)OC1(Cc2ccccc2)CN2CCC1c1ccccc12 (stereo unspecified)	-8	9	i
CCOc1cc2c(cc1OCC)-n1cccc1C(c1cccc(F)c1)NC2 (stereo unspecified)	-28	8	i
COc1ccc2c3c1OC1C(=O)CC[C@@]4(O)[C@@H](C2)N(CC2CC2)CC[C@]314 (stereo partly specified)	-17	4	x
COC(=O)C1=C(c2c(C)noc2C)C[C@@H]2CC[C@H]1N2C(=O)NC1CCCCC1	-9	1	x
CN(C)/C=C/C(=O)C(Cl)(Cl)Cl	5	8	i
O=C(c1ccc(CNS(=O)(=O)c2ccccc2)cc1)N1CCC2(CC1)OCCO2	-16	8	i
CCc1ccc(NP(=O)(Oc2ccccc2F)Oc2ccccc2F)cc1	-16	10	i
Cc1[nH]c2c(Cl)cccc2c1CCN	-2	27	i
CCCCCCCSc1cc(OC)c(CCN(C)C)cc1OC	0	3	i
CC(C)(C)N1C(=O)NC(=O)/C(=C\c2ccc3c(c2)CCN3CCCCl)C1=O	-33	8	i
Clc1ccc(CSC(Cn2ccnc2)c2ccc(Cl)cc2Cl)cc1 (stereo unspecified)	-24	14	i
Cc1ccc(N2C(=O)NC(=O)/C(=C/c3cnn(-c4ccc(C)cc4)c3)C2=O)cc1	-7	25	i
Cc1ccccc1-n1c(O)c(C(c2ccncc2)c2c(O)n(-c3ccccc3C)c(=O)[nH]c2=O)c(=O)[nH]c1=O	-1&-10	7&6	i
O=Cc1c(C(=O)O)n(Cc2ccc(Cl)cc2)c2ccccc12	-16	-6	i
C[C@]12CC[C@H](O)CC1=CCC1C2CC[C@@]2(C)C1C[C@@H]1CC(=O)O[C@@H]12 (stereo partly specified)	-22	15	x
O=C(c1cccc(N2CCCC2=O)c1)N1CCC2(CC1)OCCO2	-11	8	i
O=C1CN=C(c2ccccc2)c2cc([N+](=O)[O-])ccc2N1	-13	11	x
COc1ccc(N2C(=O)CC(N3CCC(n4c(=O)[nH]c5ccccc54)CC3)C2=O)cc1 (stereo unspecified)	-13	12	i

As entered above:
Cc1ccccc1-n1c(O)c(C(c2ccncc2)c2c(O)n(-c3ccccc3C)c(=O)[nH]c2=O)c(=O)[nH]c1=O | OX1R antag-1: -1&-10
O=C(c1cccc(N2CCCC2=O)c1)N1CCC2(CC1)OCCO2 | OX1R antag-1: -11
COc1ccc(N2C(=O)CC(N3CCC(n4c(=O)[nH]c5ccccc54)CC3)C2=O)cc1 (stereo unspecified) | OX1R antag-2: 12

Screening results: PubChem BioAssay, several laboratories

An excerpt; count on the stated rates, not on these rows.
